Compound activity as filed in PubChem BioAssay.
LAP4-GFP MLPCN: modulators of TOR pathway LAP4-GFP in S. cerevisiae; actives 0.34% (n = 320,000); GFP response vs DMSO, % at 10 µM; S. cerevisiae LAP4-GFP multiplex, flow cytometry GFP, 3 h; median GFP as percent of DMSO wells; AID 2023;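 active = GFP response vs DMSO above a set limit, about the screen mean plus 3 SD, cut at about 150% in these data; inconclusive = under 70 cell events counted for the yeast strain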
RPL19A-GFP yeast: yeast TOR pathway RPL19A-GFP modulation; S. cerevisiae RPL19A-GFP strain, flow cytometry, 3 h; active compounds read low; percent response vs DMSO, % at 10 µM; actives 0.3% (n = 330,000); AID 2025;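 active = percent response vs DMSO below 50%; inconclusive = fewer than 70 events counted for the yeast strain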;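 note: median channel GFP fluorescence of the barcoded RPL19A-GFP strain; ratio of sample median GFP to plate DMSO average so 100% = DMSO; lower means less RPL19A-GFP as with rapamycin TOR inhibition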
procasp7 counter: counter-screen for procaspase-3 activators: activators of human procaspase-7; P55210; recombinant procaspase-7, Ac-DEVD-pNA absorbance 405 nm; D23A/D198A/D206A triple mutant, cannot self-cleave; scale: DMSO 0, 5 µM enzyme 100; activation, % at 8.5 µM; actives 0.093% (n = 330,000);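 active = percent activation above the screen-wide mean plus 3 SD, cut at about 25% in these data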
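Test system: Procaspase-7 triple mutant (PC-7 D3A). Also added: Ac-DEVD-pNA substrate, 400 µM as added. Schedule: 1 h enzyme–compound preincubation and 2 h substrate reaction, both 25 °C. Signal: p-Nitroaniline absorbance at 405 nm, read at 0 and 120 min. Control set: low DMSO alone, high DMSO plus 5 µM PC-7.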
MEP2-GFP yeast: alters MEP2-GFP fluorescence in TOR pathway yeast screen; S. cerevisiae MEP2-GFP strain, flow cytometry GFP, 3 h; 100% = DMSO control level; GFP response vs DMSO, % at 10 µM; AID 2016; actives 0.51% (n = 330,000);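 active = GFP response versus DMSO above a set limit, roughly screen mean plus 3 SD, cut at about 180% in these data; inconclusive = fewer than 70 cells counted for a yeast strain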;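 note: median GFP fluorescence of the barcode-gated MEP2-GFP cells per well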
CIT2 TOR yeast: yeast TOR pathway CIT2-GFP modulation. actives 0.065% (n = 320,000). GFP response vs DMSO, % at 10 µM. S. cerevisiae CIT2-GFP strain, flow cytometry, 3 h; 100 means same as DMSO wells;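 active = GFP response relative to DMSO above a set limit, near the screen mean plus 3 SD, cut at about 150% in these data; inconclusive = Fewer than 70 cells measured for a yeast strain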;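 note: ratio of well median GFP fluorescence to mean of DMSO wells on the plate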
proCasp3 act: activators of human procaspase-3. activation, % at 8.5 µM. actives 0.11% (n = 330,000). P42574. recombinant procaspase-3 D3A, Ac-DEVD-pNA absorbance 405 nm. AID 463141;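 active = activation above the mean of all tested compounds plus 3 SD, cut at about 21% in these data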;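 note: 0% = DMSO alone and 100% = DMSO wells spiked with extra 5 µM PC-3 D3A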
Target sequence (P42574 whole entry D9A/D28A/D175A): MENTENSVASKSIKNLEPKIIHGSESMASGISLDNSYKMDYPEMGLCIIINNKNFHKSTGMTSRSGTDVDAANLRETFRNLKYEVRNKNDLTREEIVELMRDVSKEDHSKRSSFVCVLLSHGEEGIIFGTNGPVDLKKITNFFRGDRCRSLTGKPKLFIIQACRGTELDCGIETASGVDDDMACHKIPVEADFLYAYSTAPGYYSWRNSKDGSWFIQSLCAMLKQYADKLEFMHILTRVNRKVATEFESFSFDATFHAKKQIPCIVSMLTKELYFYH
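Evaluation: percent activation relative to control range; Material: Procaspase-3 D3A mutant, all three cleavage aspartates alanine; Compound: single dose, 8.5 µM nominal compound, 0.8% DMSO; Replication: one well per compound; Signal: absorbance at 405 nm, 0 and 120 min; Schedule: 1 h preincubation plus 2 h reaction at 25 °C.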
AGP1-GFP MLPCN: modulators of TOR pathway AGP1-GFP in S. cerevisiae; S. cerevisiae AGP1-GFP multiplex flow cytometry, 3 h; GFP as percent of DMSO wells; GFP response vs DMSO, % at 10 µM; actives 0.02% (n = 320,000); AID 2066;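 active = GFP response relative to DMSO above a set limit, near screen average plus 3 SD, cut at about 150% in these data; inconclusive = fewer than 70 cells counted for the yeast strain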;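 note: median GFP channel fluorescence of the gated AGP1 strain per well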
AHR act: activates the human aryl hydrocarbon receptor. AHR-responsive luciferase reporter cells, luminescence. activation, % at 5 µM. actives 2.5% (n = 320,000). AID 2796; in the data active = activation above about 47%;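 note: 0% = vehicle wells and 100% = reference agonist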
Target sequence (P35869 whole entry, looked up): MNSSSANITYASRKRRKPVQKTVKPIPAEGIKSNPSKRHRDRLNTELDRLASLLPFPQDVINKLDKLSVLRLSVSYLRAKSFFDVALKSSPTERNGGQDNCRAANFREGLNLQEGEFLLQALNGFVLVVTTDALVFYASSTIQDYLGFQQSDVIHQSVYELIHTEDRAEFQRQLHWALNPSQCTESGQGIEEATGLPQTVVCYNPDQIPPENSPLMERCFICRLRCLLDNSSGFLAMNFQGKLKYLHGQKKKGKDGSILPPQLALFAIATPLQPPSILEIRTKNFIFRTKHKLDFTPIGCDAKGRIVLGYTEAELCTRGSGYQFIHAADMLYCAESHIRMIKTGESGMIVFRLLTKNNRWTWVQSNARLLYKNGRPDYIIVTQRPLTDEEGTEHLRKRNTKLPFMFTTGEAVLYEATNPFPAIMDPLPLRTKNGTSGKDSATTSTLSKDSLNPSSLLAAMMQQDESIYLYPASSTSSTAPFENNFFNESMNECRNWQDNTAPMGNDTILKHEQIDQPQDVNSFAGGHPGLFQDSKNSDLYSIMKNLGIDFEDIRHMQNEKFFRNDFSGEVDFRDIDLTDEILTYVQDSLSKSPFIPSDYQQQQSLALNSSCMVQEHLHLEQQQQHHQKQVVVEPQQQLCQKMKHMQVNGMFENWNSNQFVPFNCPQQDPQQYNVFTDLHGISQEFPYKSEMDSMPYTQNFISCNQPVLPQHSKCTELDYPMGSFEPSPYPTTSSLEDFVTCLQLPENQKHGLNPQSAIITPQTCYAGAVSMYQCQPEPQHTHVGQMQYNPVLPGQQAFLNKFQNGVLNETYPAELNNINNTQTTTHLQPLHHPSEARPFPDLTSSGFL
Numbers without * were called inactive; ? = inconclusive; / = not tested or not shown; [ ] = dose if it differs, or a comment.

SMILES	LAP4-GFP MLPCN	RPL19A-GFP yeast	procasp7 counter	MEP2-GFP yeast	CIT2 TOR yeast	proCasp3 act	AGP1-GFP MLPCN	AHR act
COCc1cc(=O)n2[nH]c(N)nc2n1	106	100	1	103	103	5	103	-1
COc1ccccc1/C=C/C=N/NC(=O)Cc1cccn1C	88	106	-24	103	101	-2	99	19
Cc1cccc(NC(=O)C(CC(C)C)NC(=O)C2CCC(C)CC2)n1 (stereo unspecified)	102	95	2	97	79	5	103	2
COC(=O)C1=C(C)N(C)C(=O)NC1c1ccccc1 (stereo unspecified)	103	110	10	111	107	1	110	1
CN1CCN(CCOc2ccc(Cl)c(Cl)c2)CC1	83	101	-10	105	109	2	91	0
Cc1cc(C)c2ccc(=S)[nH]c2n1	114	105	-42	111	107	-28	112	5
CCCNc1nc(=S)n(-c2ccccc2)c(C)c1C(C)=O	85	103	-8	110	104	8	86	1
COc1ccc(Cl)cc1C(=O)NNC(=O)COC(=O)CCN=C1NS(=O)(=O)c2ccccc21	101	99	-5	108	109	1	102	4
COc1cc(CN2CCN(C(=O)CC(C)C)CC2)cc(OC)c1O	90	93	-4	93	98	-8	101	0
OCCNCCOc1ccccc1F	100	104	-4	102	94	0	98	3
O=c1c(O)cccc2cc(O)c(O)c(O)c12	112	83	-36	95	76	-15	90	1
O=C(COC(=O)CCSc1ccc(Cl)cc1)NCc1ccccc1Cl	112	100	9	104	104	5	91	2

Arranged by heavy-atom count (falling): 3 of the compounds above.
SMILES	LAP4-GFP MLPCN	RPL19A-GFP yeast	procasp7 counter	MEP2-GFP yeast	CIT2 TOR yeast	proCasp3 act	AGP1-GFP MLPCN	AHR act
Cc1cccc(NC(=O)C(CC(C)C)NC(=O)C2CCC(C)CC2)n1 (stereo unspecified)	102	95	2	97	79	5	103	2
COc1ccccc1/C=C/C=N/NC(=O)Cc1cccn1C	88	106	-24	103	101	-2	99	19
O=c1c(O)cccc2cc(O)c(O)c(O)c12	112	83	-36	95	76	-15	90	1

(list continues)
SMILES	LAP4-GFP MLPCN	RPL19A-GFP yeast	procasp7 counter	MEP2-GFP yeast	CIT2 TOR yeast	proCasp3 act	AGP1-GFP MLPCN	AHR act
Cc1ccc(CNC(=O)c2ccccc2-n2cnnn2)cc1	108	114	6	108	110	10	112	0
COc1ccccc1OCCCCn1ncc2ccc(OC)c(OC)c2c1=O	97	104	7	107	105	-2	100	18
O=C(Nc1ccccc1)c1ccccc1CSc1ccccc1	115	115	2	101	100	-2	103	-1
COC(=O)c1[nH]c2cccc(C)c2c1NC(=O)CN1CCCc2ccccc21	93	104	-3	92	92	1	91	26
O=C(Nc1cccc(Cl)c1)c1cccc(N2C(=O)C3CC=CCC3C2=O)c1 (stereo unspecified)	98	100	6	98	96	3	102	2
Cc1sc2nc[nH]c(=O)c2c1-c1ccc(F)cc1	88	109	-2	110	110	7	95	7
COc1ccc(OCC(=O)OC(C)CN2CCOCC2)cc1 (stereo unspecified)	91	101	8	101	88	-16	98	-2
Cc1ccc(Nc2cccccc2=O)cc1	112	93	-9	100	87	-1	99	0
COc1cccc(C2=NO[C@@H]3C(=O)N(c4ccc5c(c4)OCCO5)C(=O)[C@H]23)c1OC	99	107	8	108	108	0	106	0
C/C(Cl)=C/Cn1c(N2CCCC2)nc2c1c(=O)[nH]c(=O)n2C	91	107	-5	106	110	-3	106	1
CC(=O)C(=Nc1ccccc1Cl)NNc1ccc(Cl)cc1	75[may fluoresce violet]	69[may fluoresce violet]	-24	140[may fluoresce violet]	?	-21	54[may fluoresce violet]	16
O=C(CCn1nc(-c2ccccc2)c2ccccc2c1=O)NN1CCOCC1	87	85	4	92	/	7	87	-2
CCCOc1ccc(S(=O)(=O)N2CCOCC2)cc1[N+](=O)[O-]	107	99	5	105	101	-5	106	1
Cc1nc(Nc2nc3ccccc3o2)nc(C)c1C(=O)Nc1ccc(F)cc1	91	103	-1	99	97	2	91	2
COc1ccc(CC(=O)OCC(=O)NC(=O)NC23CC4CC(CC(C4)C2)C3)cc1	106	103	2	96	100	4	100	-1
Cc1cnnn1-c1cccc([N+](=O)[O-])c1	100	97	-1	106	95	0	93	1
COc1ccc(COC(=O)N/N=C(\C)CC(=O)Nc2ccc(Cl)cc2)cc1	94	103	4	103	104	4	102	8
Cc1ccc(-c2nnc3ccc(SCC(=O)N4CCCc5ccccc54)nn23)cc1	97	102	7	105	104	-7	102	5
O=C(O)c1ccc(F)c(S(=O)(=O)Nc2ccccc2Cl)c1	103	97	-5	106	103	11	102	-3
CC(C)CC(=O)NNC(=O)C(C)C	97	105	-4	105	104	0	106	0
O=C(Nc1ccc2c(c1)OCO2)C1CCCN1C(=O)Nc1ccccc1F (stereo unspecified)	92	97	5	98	106	7	102	40
COC(=O)C1=CN(CC2CCCO2)C=C(C(=O)OC)C1c1ccccc1C(F)(F)F (stereo unspecified)	104	99	15	116	105	23*	106	1
O=C(Oc1cccc(-n2cnnn2)c1)c1ccco1	109	100	-6	101	106	14	100	4
Cc1ccc(C)c(NC(=O)c2cc([N+](=O)[O-])cc([N+](=O)[O-])c2)c1	103	99	13	105	91	7	97	8
O=C(CS(=O)(=O)c1cn(Cc2ccc(Cl)cc2)c2ccccc12)N1CCOCC1	95	91	6	92	86	4	89	-1
N#C/C(=C/c1cccn1-c1cccc(C(=O)O)c1)c1ccc(Cl)cc1	84	99	-1	105	97	-1	89	0
COc1ccc(CCN(Cc2ccccn2)C(=S)Nc2ccccc2Cl)cc1OC	100	98	-10	100	100	-2	103	2
O=C(O)COc1ccccc1/C=N/NC(=O)Cc1csc(Nc2cccc(C(F)(F)F)c2)n1	103	97	8	96	106	2	104	9
COc1ccc(N2CCN(C(=O)c3oc4c(c3C)C(=O)CCC4)CC2)cc1	94	102	8	103	106	6	98	-2
COC(=O)c1ccc(OCC(O)CN2CCOCC2)cc1 (stereo unspecified)	84	98	-10	98	102	-4	95	-2
C/C(=N\OC(=O)c1cccc(C)c1)c1sc(-c2ccccc2)nc1C	109	102	4	121	103	-8	107	3
CC(=O)Nc1ccc(NC(=O)C(C)OC(=O)CCCN2C(=O)c3cccc4cccc(c34)C2=O)cc1 (stereo unspecified)	98	94	-4	100	90	-10	90	0
O=C(Cc1ccccc1[N+](=O)[O-])NCc1ccccc1Cl	109	102	2	106	106	0	108	7
COc1ccc(N2CCN(C(=O)COc3ncnc4ccccc34)CC2)cc1	96	95	5	95	92	-4	98	0
CCC(=O)c1cn(CC(=O)Nc2cccc(C)c2C)c2ccccc12	81	98	7	104	106	2	92	0
Cc1cccc(C(=O)Nc2scc(-c3ccc(Br)cc3)c2C(=O)O)c1	139	111	-2	104	113	7	125	-3

Random excerpt: 4 entries already listed
SMILES	LAP4-GFP MLPCN	RPL19A-GFP yeast	procasp7 counter	MEP2-GFP yeast	CIT2 TOR yeast	proCasp3 act	AGP1-GFP MLPCN	AHR act
COc1ccc(N2CCN(C(=O)COc3ncnc4ccccc34)CC2)cc1	96	95	5	95	92	-4	98	0
Cc1cccc(C(=O)Nc2scc(-c3ccc(Br)cc3)c2C(=O)O)c1	139	111	-2	104	113	7	125	-3
O=C(O)COc1ccccc1/C=N/NC(=O)Cc1csc(Nc2cccc(C(F)(F)F)c2)n1	103	97	8	96	106	2	104	9
COc1ccc(CCN(Cc2ccccn2)C(=S)Nc2ccccc2Cl)cc1OC	100	98	-10	100	100	-2	103	2

The listing continues:
SMILES	LAP4-GFP MLPCN	RPL19A-GFP yeast	procasp7 counter	MEP2-GFP yeast	CIT2 TOR yeast	proCasp3 act	AGP1-GFP MLPCN	AHR act
O=C1C2CCCCC2C(=O)N1c1cccc(OS(=O)(=O)c2ccccc2)c1 (stereo unspecified)	104	91	11	135	86	-5	89	2
CCOC(=O)C1C(=O)C=C(c2cccc(NS(C)(=O)=O)c2)CC1c1ccco1 (stereo unspecified)	95	100	2	101	102	-1	104	5
O=C(Nc1nccs1)c1cn2ccccc2n1	101	97	9	104	103	5	100	62*
O=C(Nc1ccccn1)c1cc(-c2cccc(Cl)c2)nc2ccccc12	105	104	3	106	95	1	99	7
O=C(c1csc(Nc2ccccc2Cl)n1)N1CCCC1	115	105	-7	104	100	4	101	9
COc1cc(/C=N/NC(=O)c2sc3nc(C)cc(C)c3c2N)ccc1O	89	95	2	98	109	-12	104	11
Cc1cccc(NC(=O)c2c(C)nn(-c3ccccc3)c2Cl)c1	114	98	5	104	88	-3	97	11
N#Cc1nc(Cc2cccc3ccccc23)oc1N1CCC(C(N)=O)CC1	97	95	8	98	100	5	99	1
Cc1csc(=O)n1CCC(=O)OCC(=O)c1c(N)n(C)c(=O)n(C)c1=O	101	102	-3	98	110	3	109	-2
CCNC(=O)N1c2ccc(OC)cc2C(C)=CC1(C)C	106	95	-16	114	81	-16	108	2
O=C(NC(=S)Nc1cc(C(F)(F)F)ccc1N1CCOCC1)c1ccc(-c2cccc(Cl)c2)o1	116	115	-7	117	120	8	122	12
O=C(Nc1nc(-c2ccco2)c(-c2ccco2)s1)c1c(F)cccc1Cl	129	104	-32	125	90	-11	99	5
O=C1CCCN1CCCn1cnc2c([nH]c3ccc(F)cc32)c1=O	97	98	0	101	98	6	97	8
CNC(=O)c1sccc1Oc1ccc(F)cc1[N+](=O)[O-]	101	99	12	104	106	5	102	-3
COc1ccc(-c2nc3n(c2C)Cc2ccccc2-3)cc1	105	107	-16	109	113	-13	108	80*
CCN(C(=O)CSc1nnc(NCc2ccccc2)s1)C1CCS(=O)(=O)C1 (stereo unspecified)	81	90	-5	92	90	-6	82	-1
CCc1ccccc1NC(=O)CNC(=O)c1ccc(OCc2cn3ccccc3n2)cc1	102	100	14	104	106	0	105	1
COc1cccc(/C=N/n2cnc3cc(C)c(C)cc32)c1OC	126	94	5	101	90	-2	96	33
CCC(=O)OCC(=O)Nc1ccc(OC)cc1[N+](=O)[O-]	91	94	4	102	86	9	90	2
COc1ccc(CC(=O)N2CCc3ccccc32)cc1	113	95	-6	99	99	-1	102	20
CC/C(=N\NC(=O)c1ccncc1)C12CC3CC(CC(C3)C1)C2	110	106	-7	110	103	5	110	25
O=C(N/N=C/c1ccc(-c2ccccc2[N+](=O)[O-])o1)c1cncc(Br)c1	96	102	-9	106	103	-11	99	83*
CCCn1nnnc1SCC(=O)NCc1cccs1	93	93	8	97	92	4	92	-1
CN1/C(=C\C=C2/C(=O)Oc3ccccc3C2=O)C(C)(C)c2ccccc21	97	91	-15	102	98	-14	94	0
CCN(CC)c1nc(Nc2ccccc2)nc(Oc2ccc(=O)n(C)n2)n1	98	97	3	99	93	2	101	4
Cc1ccccc1CS(=O)(=O)CCC(=O)NCc1ccccn1	95	99	-1	100	103	6	103	0
Cc1nc(NC(=O)CSc2nnc3ccccn23)c(Cl)cc1Cl	101	100	3	100	105	-1	104	3
Cc1cc(NC(=O)CSc2n[nH]c(N)n2)no1	96	94	-5	99	95	5	100	0
CCc1cc(=O)oc2c(C)c(OCC(=O)NCCCN3CCCC3=O)ccc12	93	103	-1	112	97	3	100	29
CCCC1(c2ccccc2)NC(=O)N(CC(=O)NCc2ccc(C)cc2)C1=O (stereo unspecified)	100	101	0	102	102	0	106	2
Cc1c(Cl)cccc1NC(=O)CCC(=O)N/N=C/c1ccc[nH]1	104	106	0	101	103	-11	107	6
O=C(NCc1ccccn1)C1CCCCC1	97	105	-5	98	96	-4	98	12
